S-ASM inh: human S-ASM enzyme inhibition. Potency, µM (series often up to 57.5 µM), for inactives: at the highest dose activity change, negative = inhibition, usual class: inhibitors. 340,000 compounds, 0.006% hits. placental ASM, HMU-PC fluorogenic substrate, 60 min; also: potency is read from the fitted curve at half-maximal effect
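Human placenta-derived ASM preincubated with compound 10 min at room temperature, then reacted with 9 uM (final) fluorogenic HMU-PC substrate for 60 min at 37 C. Stop solution raises pH to 10; fluorescence read at Ex 386/Em 447 nm.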
GALK inhibitor: blocks human galactokinase activity | Potency, µM (series often up to 57.5 µM), without a hit: at the highest dose activity change, negative = inhibition, usual class: inhibitors | 270,000 compounds, 0.007% hits | P51570 | Purified GALK, Kinase-Glo residual ATP luminescence; also: potency is read from the fitted curve at half-maximal effect; % is scaled to controls: 0 for no effect and ±100 for the full control effect
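Kinase-Glo Plus luminescence measured ATP left after a 1 h room-temperature reaction. The reaction used 5 nM GALK, 100 uM galactose and 35 uM ATP at pH 8.0 (20 mM HEPES, 5 mM MgCl2, 60 mM NaCl, 1 mM DTT, 0.01% BSA).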
KCNH2 WT inh: KCNH2 (human, wildtype) channel inhibition | U2OS, BacMam KCNH2, thallium flux FluxOr; stronger effect = lower value | Q12809 | 340,000 compounds, 0.37% hits | activity change, % at 1.84 µM;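 active = maximum activity change below -70%; inconclusive = maximum activity change between -70% and -50%; inactive = maximum activity change above -50%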; also: % is scaled to controls: 0 for no effect and ±100 for the full control effect
Target sequence (Q12809 whole entry, looked up): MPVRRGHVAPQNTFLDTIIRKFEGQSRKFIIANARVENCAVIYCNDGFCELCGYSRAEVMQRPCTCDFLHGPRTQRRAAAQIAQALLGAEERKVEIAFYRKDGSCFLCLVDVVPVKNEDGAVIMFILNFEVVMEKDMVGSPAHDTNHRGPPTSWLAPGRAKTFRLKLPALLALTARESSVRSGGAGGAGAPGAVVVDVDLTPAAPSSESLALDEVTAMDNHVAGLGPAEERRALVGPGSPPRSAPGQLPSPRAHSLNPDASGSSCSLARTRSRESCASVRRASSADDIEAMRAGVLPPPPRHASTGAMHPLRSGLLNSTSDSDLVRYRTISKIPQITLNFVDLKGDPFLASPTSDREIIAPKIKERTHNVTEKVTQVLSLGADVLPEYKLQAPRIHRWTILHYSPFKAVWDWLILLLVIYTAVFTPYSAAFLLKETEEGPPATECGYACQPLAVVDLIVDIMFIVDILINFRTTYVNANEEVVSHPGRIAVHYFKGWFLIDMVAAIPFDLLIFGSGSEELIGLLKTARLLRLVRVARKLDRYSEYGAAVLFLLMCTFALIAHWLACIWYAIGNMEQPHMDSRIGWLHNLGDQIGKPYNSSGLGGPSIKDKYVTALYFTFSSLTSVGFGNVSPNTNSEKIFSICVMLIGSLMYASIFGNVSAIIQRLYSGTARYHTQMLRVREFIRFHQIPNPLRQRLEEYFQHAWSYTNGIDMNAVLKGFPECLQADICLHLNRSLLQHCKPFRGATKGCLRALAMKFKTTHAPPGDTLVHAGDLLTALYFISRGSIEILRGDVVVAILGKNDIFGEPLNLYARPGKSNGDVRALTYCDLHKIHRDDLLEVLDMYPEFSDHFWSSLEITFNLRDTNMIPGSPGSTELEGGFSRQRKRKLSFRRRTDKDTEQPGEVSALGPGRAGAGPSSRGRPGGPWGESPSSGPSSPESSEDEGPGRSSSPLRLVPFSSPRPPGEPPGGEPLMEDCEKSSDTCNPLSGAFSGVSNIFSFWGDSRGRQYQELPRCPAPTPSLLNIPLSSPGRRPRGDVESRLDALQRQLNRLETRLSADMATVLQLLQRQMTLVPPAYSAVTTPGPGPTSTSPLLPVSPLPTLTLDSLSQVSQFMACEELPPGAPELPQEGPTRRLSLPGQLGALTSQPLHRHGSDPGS
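U2OS cells transduced with wild-type KCNH2 virus are loaded with FluxOr dye for 45 min, and thallium flux is measured in kinetic reads before and after stimulation buffer. Rate constants are normalized to DMSO controls.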
MBNL1 CUG block: blocks human MBNL1 binding to CUG repeat RNA | Q9NR56 | TR-FRET MBNL1-His/biotin-(CUG)12 binding, 665/545 ratio | Potency, µM (top dose mostly 57.5 µM), for inactives: at the top dose activity change, negative = inhibition, hits mostly inhibitors | 280,000 compounds, 0.036% hits | AID 2675; active = well fitted inhibition curve with a large enough effect in the signal ratio, with a control signal flat, not every such curve was filed as active; inconclusive = small, poorly fitted or top-dose-only effect, or effect the other way, or a change in a side signal; inactive = no such curve, though single readings can be large or run the other way; the % refers to the signal ratio; also: potency is read from the fitted curve at half-maximal effect; % is scaled to controls: 0 for no effect and ±100 for the full control effect
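Compounds (final 92 nM to 58 uM) are added to His-tagged MBNL1 and biotin-(CUG)12, then terbium anti-His antibody and streptavidin-XL665 (5 nM final). After 60 min at room temperature, the 665/545 nm ratio is read.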
TRPV1 ag: agonists of human vanilloid receptor 1 (TRPV1). Q8NER1. TRPV1-expressing cells, Fluo-8 calcium influx, agonist mode. activation, % at 8.33 µM. 320,000 compounds, 0.19% hits. AID 540275; in the data active = activation above about 80%; inconclusive = between about 30% and that limit; also: 0% is about no effect
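Fluo-8 calcium influx in TRPV1-expressing cells, kinetic read (ex 480/em 520 nm). Compound added and read 3 min for agonist activity, followed by capsaicin at EC20 final and 2 min further read for enhancement.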
Coupling enz: counter-screen for Giardia aldolase inhibitors: coupling enzyme system; coupling enzyme system counterscreen, AmpLite Red fluorescence; activity change, negative = inhibition, % at 58.2 µM, hits read low; 290,000 compounds, 0.67% hits; AID 2472; in the data active = activity change below about -30%; also: % is scaled to controls: 0 for no effect and ±100 for the full control effect
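Final compound at 57.5 uM, incubated 10 min at RT with coupling enzyme reagent (glyceraldehyde-3-phosphate), then 20 min with substrate and AmpLite Red detection. Fluorescence read at 525/598 nm; tests interference with the coupling assay, not aldolase inhibition.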
Integrin act MD: activates integrin-mediated alleviation for muscular dystrophy; Potency, µM (series often up to 38.3 µM), inactives show at the highest dose activation, hits mostly activators; alpha7betagal myoblasts, beta-gal FDG fluorescence, 48 h; AID 624291; 350,000 compounds, 0.064% hits;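 also: potency is read from the fitted curve at half-maximal effect; 100% = response of the positive control SU9516; nearly all actives have a fitted effect of over 60% in size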
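alpha7betagal+/- myoblasts (passage 13, 250/well) treated 48 h at 37C with compounds at 1:260 dilution of DMSO stock. Lysed, then beta-galactosidase activity read as FDG fluorescence (ex 480/em 540) after 30 min, with pre-read for autofluorescence.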
AT treatment: potential ataxia-telangiectasia treatment | […] A-T fibroblasts, KAP-1 phosphorylation AlphaLISA; neocarzinostatin DNA damage 30 min before lysis | Potency, µM (highest dose often 57.5 µM), for the others: at the top dose activation, usual class: activators | 320,000 compounds, 0.19% hits | AID 485349; also: potency is read from the fitted curve at half-maximal effect; % of control where 0% means no effect; nearly all actives have a fitted effect of over 45% in size
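hTERT-immortalized A-T patient fibroblasts ([…]), 500 cells/well in OPTI-MEM, 1% FBS, got compounds for 60 min, then NCS for 30 min at 37C. Lysates were then assayed for phospho-KAP-1 by AlphaLISA (anti-pKAP1 donor, anti-KAP1 acceptor beads), 6 hr at 25C.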
KCNH2 3.1 inh: blocks the human KCNH2 3.1 channel isoform | U2OS KCNH2 3.1, thallium flux FluxOr; stronger effect = lower value | activity change, % (tested at about 1.8 µM) | 340,000 compounds, 0.95% hits | AID 720553;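 active = maximum activity change below -70%; inconclusive = maximum activity change from -70% to -50%; inactive = maximum activity change above -50%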;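 also: thallium influx rate constant from kinetic fluorescence after stimulation buffer; % is scaled to controls: 0 for no effect and ±100 for the full control effect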
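FluxOr-based Tl+ influx in U2OS cells transduced with KCNH2 3.1 virus; rate constants normalized to DMSO controls.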
CXXC DNA block: MLL CXXC-DNA interaction inhibition; MLL-CXXC / FITC-HOXA9 DNA fluorescence polarization; Potency, µM (highest dose often 115 µM), for inactives: at the highest dose activity change, negative = inhibition, actives largely listed as inhibitors; Q03164; AID 2662; 290,000 compounds, 0.037% hits; active = well fitted inhibition curve with a large enough effect in the polarisation, with a control signal flat, not every such curve was filed as active; inconclusive = small, poorly fitted or top-dose-only effect, or effect the other way, or a change in a side signal; inactive = no such curve, though single readings can be large or run the other way; the % refers to the polarisation; also: potency is read from the fitted curve at half-maximal effect
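Steps: dispense CXXC domain solution (7 uM) → pin compounds or unlabeled HOX-A9 DNA control → 5 min ambient → add FLSN-HOX-A9 solution (50 nM) → spin → 30 min ambient → fluorescence polarization. Tris pH 7.5/NaCl/DTT/BSA buffer.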
Starred values were filed as active, the others as inactive; i = inactive; ? = inconclusive; . = no result given; & = joins results of further samples; [ ] = another dose, or the depositor's remark. Unless noted, calls follow the shape of the dose curve; as a rule, active = well fitted curve in the direction sought with a large enough effect; inconclusive = small, poorly fitted or top-dose-only effect, or another doubt; inactive = no such curve, though single readings can be large; an effect the other way counts as inactive or inconclusive.

Screens in order: S-ASM inh | GALK inhibitor | KCNH2 WT inh | MBNL1 CUG block | TRPV1 ag | Coupling enz | Integrin act MD | AT treatment | KCNH2 3.1 inh | CXXC DNA block
1	Cc1ccccc1-c1nnn(CC(=O)Nc2cccc(S(N)(=O)=O)c2)n1
 : -1% | 10% | 6 | 2% | 10 | 1 | 21% | -1% | 5 | 2%
2	COc1ccc(NC(=O)CNC(=O)Cc2cccc3ccccc23)c(OC)c1
 : 0% | . | 4 | . | 0 | . | 14% | -7% | 1 | .
3	CC1(C)N=C(N)N=C(N)N1c1cccc(C(=O)O)c1
 : 2% | -1% | 1 | -6% | 1 | 1 | -20% | 4% | 6 | -5%
4	Nc1ccc(-c2nc3cc(N)ccc3o2)cc1
 : i | 2% | -11 | 36%[activator] | -2 | 0 | ? | 5% | 30 | -1%
5	CC(C)Oc1ccc(CNC(=S)Nc2ccccc2)cc1Cl
 : 0% | -4% | 25 | -7% | ? | 0 | 11% | 7% | -14 | -2%
6	COCCC(=O)N1CCC(Oc2ccc(C(=O)NCCC3=CCCCC3)cc2)CC1
 : -2% | 6% | 35 | -1% | 5 | . | -27% | 1% | -1 | 5%
7	O=C(O)C/C=C(\NC(=O)OCc1ccccc1)C(=O)OCc1ccccc1
 : -1% | 8% | -5 | -23% | 24 | 2 | -10% | 1% | -4 | 6%
8	CC(=O)Nc1ccc(S(=O)(=O)N2CCC(C(=O)NCCC(=O)Nc3ccccc3)CC2)cc1
 : -4% | 8% | 7 | -9% | 7 | 2 | 15% | 0% | 0 | -11%
9	Cn1c(CNc2ccccc2O)nc2ccccc21
 : -1% | 0% | 5 | 9% | . | -9 | -44% | 14% | 3 | -3%
10	COc1ccc(S(=O)(=O)Nc2cc3c(C(C)=O)c(C)oc3c3ccccc23)cc1
 : -11% | -2% | -10 | 37%[activator] | ? | -27 | -5% | -2% | -8 | -7%
11	O=C(NCc1ccccc1)c1ccc(NS(=O)(=O)c2cccs2)cc1
 : 2% | . | -4 | . | 0 | . | -18% | -2% | -20 | .
12	CCOC(=O)c1ccccc1NC(=O)CN(c1ccccc1)S(=O)(=O)N(C)C
 : -2% | 0% | -10 | -10% | 11 | 3 | 10% | 11% | -19 | -4%
13	CCOc1ccc(NC(=O)CN(C)C(=O)CN2C(=O)C3CCCCC3C2=O)cc1OCC (stereo not given)
 : 3% | . | 7 | . | 3 | . | 26% | -2% | 6 | .
14	CCOc1ccccc1NC(=O)Cn1c(=O)n(CCC(=O)NC2CCCC2)c(=O)c2ccccc21
 : . | -1% | . | -16% | -2 | -2 | . | 0% | . | 8%
15	COc1cccc(CNC(=O)CCS(=O)(=O)c2ccc3c(c2)CC(C)N3C(=O)C2CC2)c1 (stereo not given)
 : -4% | -2% | 0 | -4% | 14 | 1 | 4% | 11% | -6 | 0%
16	COC(=O)c1ccc2nc(C)c(C)nc2c1
 : -1% | 3% | 0 | 20% | -4 | 0 | -3% | 0% | . | -4%
17	COc1ccc(OC)c(S(=O)(=O)n2c([N+](=O)[O-])cnc2C)c1
 : 1% | 4% | -4 | -1% | 4 | 0 | -8% | -2% | 4 | 10%
18	CCOC(=O)CCSc1cc(C)c2ccccc2n1
 : 2% | 4% | -5 | -3% | 5 | -1 | 9% | 8% | -10 | 31%[activator]
19	O=C(OCC(=O)C12CC3CC(CC(C3)C1)C2)c1ccc(CO)cc1
 : 3% | . | -3 | . | ? | . | -1% | 7% | 1 | .
20	O=c1[nH]cnc2c1sc1nc(C(F)F)cc(-c3ccccc3)c12
 : 17% | . | -28 | . | 0 | . | 2% | 0% | 5 | .
21	COc1cccc(-c2csc(NC3OC(=O)c4c3ccc(OC)c4OC)n2)c1 (stereo not given)
 : -1% | 4% | 3 | . | -1 | 5 | -49%[inhibitor] | 3% | 6 | -5%
22	Nc1ccc(Cl)c(S(=O)(=O)Nc2ccccc2Cl)c1
 : -2% | 15% | 5 | -2% | -2 | -1 | -10% | -2% | -8 | 2%
23	O=C(NCc1ccc(Cl)cc1)C1CC(O)CN1S(=O)(=O)c1ccc(Cl)cc1 (stereo not given)
 : -3% | -2% | -16 | -5% | 8 | 1 | 10% | 6% | -5 | 15%
24	COc1cccc(-n2nnnc2SCC(=O)NCCc2ccccc2)c1
 : 0% | 1% | 2 | -7% | 11 | 1 | 24% | 2% | 0 | 0%
25	CC1(C)CC(=O)C=C(Nc2ccc3c(c2)OCCO3)C1
 : -1% | 1% | -2 | -1% | 10 | 0 | 7% | -6% | -25 | -3%
26	O=C1CCC(=O)N1c1nc2nc(-c3ccccc3)cc(-c3ccccc3)n2n1
 : 0% | 3% | 4 | ? | 1 | -1 | 6% | -5% | 3 | 3%
27	CC(=O)c1ccc(N2CCN(S(=O)(=O)c3ccc4c(c3)CC(C)N4C(C)=O)CC2)cc1 (stereo not given)
 : -3% | 4% | 1 | -4% | 1 | . | -51%[inhibitor] | 2% | -14 | 3%
28	C/C(Cc1ccccc1)=N\NC(=O)CNC(=O)c1ccc2c(c1)OCCO2
 : -1% | 4% | -3 | -4% | 1 | 5 | 13% | -4% | 1 | 12%
29	Cc1cc(C)n2cc(CSc3nc4ccccc4s3)nc2n1
 : 3% | -1% | 6 | ? | -1 | 1 | -24% | 4% | -38 | 7%
30	CC(=O)C1=C(C)NC(=S)NC1c1cccc([N+](=O)[O-])c1 (stereo not given)
 : 0% | -1% | -16 | . | 1 | -2 | 15% | 1% | 0 | -3%
31	C=CCC(NC(=O)Cc1ccccc1)C(=O)NCCC (stereo not given)
 : 6% | . | 12 | . | -5 | . | 1% | 9% | 18 | .
32	COc1ccc2nc(NC(=O)NC3CCCCC3)sc2c1
 : 0% | 2% | 16 | 2% | ? | 1 | 12% | -1% | -7 | -4%
33	Cc1nc(C)c(-c2csc(Nc3ccc(C(=O)O)c(O)c3)n2)s1
 : 14% | -11% | -1 | 19% | 1 | -2 | 17% | -4% | 3 | -6%
34	NC(=O)c1sc2nc3c(c(-c4cccs4)c2c1N)CCCC3
 : . | . | . | 14%[11.5 µM] | -3 | -2 | . | -1% | . | 4%
35	CN(C)c1nc(N)nc(Nc2ccccc2C#N)n1
 : -1% | -3% | 14 | 3% | -2 | 0 | -13% | 4% | . | 4%
36	Clc1ccc(C2[C@H]3CN(Cc4ccc(-c5ccccc5)cc4)[C@H](c4ccccc4)C34CC2(c2cccnc2)C4)cn1 (stereo not given in full)
 : . | 0% | . | -14% | -1 | -1&0 | . | 13% | . | 8%
37	CN1C(=O)[C@H]2[C@@H](C3CC3)N3C(=O)CN(CCO)C(=O)[C@@]3(Cc3ccccc3)[C@H]2C1=O
 : 4% | . | -5 | 0% | -1 | 5 | 14% | 8% | 3 | 0%
38	Cc1ccccc1N1C(=O)c2cccc3cccc(c23)C1=O
 : 0% | -4% | -7 | ? | 2 | 3 | 26% | 6% | 1 | 0%
39	O=C(Cc1sc(-c2ccccc2Cl)nc1-c1ccccc1)Nc1ccccc1
 : 2% | 1% | 5 | 13% | ? | 4 | -23% | 3% | -21 | 13%
40	Cc1nn(C)cc1C(=O)Nc1ccc2c(c1)OCCO2
 : -4% | 0% | -6 | -5% | -7 | 0 | -7% | 15% | -2 | 5%
41	COc1ccc(CNC(=O)C(=O)NCC2CCCN2S(=O)(=O)c2ccccc2)cc1 (stereo not given)
 : 1% | . | -6 | . | 0 | . | 16% | 7% | -19 | .
42	CCOn1c(=O)c(-c2ccc(Br)cc2)[n+]([O-])c2ccccc21
 : 15% | 3% | -2 | ? | -3 | 0 | 10% | 3% | -6 | 10%
43	Cc1cc(-c2nc3ncccc3o2)ccc1N
 : i | -3% | 8 | 24% | -5 | 4 | -10% | 31% | -8 | -3%
44	CCc1cc2c(CN(C)Cc3ccccc3F)cc(=O)oc2cc1O
 : i | -1% | -1 | 2% | 19 | 2 | -35% | 4% | -14 | 1%
45	Cc1ccc(OCC(=O)N2CC3(C)CC2CC(C)(C)C3)cc1 (stereo not given)
 : -7% | -4% | 5 | 1% | 23 | 0 | 12% | -6% | -5 | 3%
46	O=C(O)c1cc2c(s1)-c1ccccc1CC2
 : 12% | -3% | 3 | . | -6 | 0 | 25% | -7% | 13 | 11%
47	COc1ccc(CNC(=O)CC(C)c2ccccc2)cc1 (stereo not given)
 : 4% | 8% | -1 | -3% | 10 | 1 | 12% | 3% | 2 | 0%
48	CCN(CC(=O)NCc1cccs1)C(=O)/C=C/c1cccc(Cl)c1Cl
 : -1% | . | 8 | . | 25 | . | 0% | -14% | 0 | .
